# Screens (PubChem BioAssay)
# INS promoter inh – inhibitors of insulin promoter-driven GFP, primary screen, imaging, TRM-6 cells (human fetal islet line), eGFP reporter, cell count; inhibition, % at 2 µM; reporter expression induced with tamoxifen; AID 1273, 2008; actives 0.9% (n = 130,000);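 active means inhibition above the mean plus 3 SD, with well images judged a real hit on visual review, cut at about 60% in these data, passing the limit was not always enough; inconclusive means inhibition over the cutoff but images rejected on review; inactive means inhibition not above the cutoff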
# sdo1 growth – growth rescue of sdo1-depleted yeast, primary screen, S. cerevisiae, bone marrow failure model; AID 817, 2007; z-score at 10 µM; actives 0.21% (n = 140,000); S. cerevisiae sdo1-depleted JHY4D growth rescue, OD600 30 h; stronger effect = higher value; pdr5 snq2 efflux-pump mutant strain;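 active means z-score above 3 at both the 24 hr and the 30 hr optical density reads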;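 further: z-score against mean and SD of all compound wells on the same plate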
# sdo1 growth Rescue 24 h – second read-out of sdo1 growth, no call of its own (marks repeat the call); z-score; S. cerevisiae sdo1-depleted JHY4D growth rescue, OD600; measured here: growth rescue at 24 h;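 0 is the plate mean of compound wells and units are plate SD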
# Numbers without * were called inactive; ? = inconclusive; / = no result given.
INS promoter inh,molecule,sdo1 growth,sdo1 growth Rescue 24 h
/,CCCCn1c(=S)[nH]c2cc(S(=O)(=O)N3CCCCC3)ccc21,-0.06,0.37
-33,CCn1cc([N+](=O)[O-])c(C(=O)N2N=C(c3ccccc3)CC2c2ccc([N+](=O)[O-])cc2)n1 (stereo not drawn),-0.08,-0.82
43,CNC(=S)N(C)[C@H]1c2c(ccc3ccccc23)OC[C@H]1CO,/,/
16,Cc1ccc(CSCC(=O)NN=C2CCN(C)CC2)cc1,1.3,1.7
-65,O=C(Nc1ccccc1C(F)(F)F)c1c(F)cccc1Cl,/,/
-73,COc1ccc(CCNC(=O)Cn2nnc(-c3ccc(N4CCOCC4)cc3)n2)cc1OC,-1.5,-0.66
/,CCN(CCCNC(=O)CC(C(=O)N1CCc2ccccc21)n1ccnc1)c1cccc(C)c1 (stereo not drawn),-0.36,-0.36
/,O=C1N/C(=N/Nc2ccccc2)S/C1=C\c1ccccc1,-0.29,-0.28
21,CCCN(CCC)CCOc1cc(C)ccc1C(C)C,-0.43,-1.5
?,c1cncc(-c2nc(-c3cccs3)cs2)c1,0.23,0.61
20,Cc1cccc(N2C(=O)SC(SC(=Nc3ccccc3)Nc3ccccc3)C2=O)c1 (stereo not drawn),-0.84,-0.53
/,CCn1c(O)c(/C=C2\C=Nc3ccccc32)sc1=Nc1ccccc1,-1.6,-0.55
33,Cn1cccc1C(=O)C(=O)Nc1ccc(F)c(F)c1,/,/
43,Cc1ccc(O)c(C2=Nc3ccccc3N=C(c3cccc([N+](=O)[O-])c3)C2)c1,/,/
-9,CN(C)/C=C/C(=O)c1cnc(-c2ccccn2)s1,/,/
7,CCC(CC)C(=O)NCCCCc1ccccc1,0.06,-0.29
18,O=C(c1ccc(F)cc1)N1CCC(O)(c2cccnc2)CC1,0.08,-0.75
15,O=C(CCN1C(=O)C2C3C=CC(C3)C2C1=O)Nc1ccccn1 (stereo not drawn),0.13,-0.13
-39,CCOC(=O)c1nnn(-c2nonc2N)c1C,0.24,-1
-50,COCC(=O)Nc1cc(C(=O)NCCc2ccccc2)ccc1Cl,-0.85,-0.12
-8,O=C(CCSc1nnc(-c2ccco2)o1)N1CCOCC1,/,/
-8,COc1ccc(OC)c(CN2CCC(C(=O)N3CCN(c4ccccc4F)CC3)CC2)c1,1.9,1.6
-30,CCOC(=O)Cn1c(S(=O)(=O)Cc2ccc(Cl)cc2)nc(-c2ccccc2)c1-c1ccccc1,1.2,1.6
-16,O=C1S/C(=C/c2ccccc2)C(=O)N1CC(O)Cn1c2ccccc2c2ccccc21 (stereo not drawn),-0.77,-0.99
42,CC(C)OC(=O)n1c(=S)oc2ccccc21,0.11,0
7,O=C(NC1(C(F)(F)F)N=C2SCCN2C1=O)c1ccco1 (stereo not drawn),0.06,-0.06
6,COCCOc1cc(NC(=O)c2cccc(OC)c2)c(Cl)cc1Cl,/,/
11,CC(c1ccco1)N(C(=O)Nc1ccccc1)C1CCCCC1 (stereo not drawn),-1.4,-1
-27,CCc1nnc(NS(=O)(=O)c2ccc(NC(=O)COc3ccc(Cl)c(C)c3)cc2)s1,/,/
-3,CCC(=O)Nc1ccc(C(=O)NNC(=O)COc2cccc(C)c2)cc1,-0.22,-0.32
-68,COc1ccc(OCC#CCNC(C)(C)C)cc1,1.2,1.3
-19,CCOC(=O)c1cc(C(=O)OCC)cc(-n2cc(O)c(C(=O)OCC)n2)c1,-0.69,-0.52
/,CN(C)CCNC(=O)c1cc2c(s1)-c1ccccc1OC2,0.7,2.2
/,CCCCN(CCCNC(=O)C1CCN(S(=O)(=O)N2CCOCC2)CC1)c1ccccc1,0.03,0.37
/,CC1CN(C(=O)CCn2c(=O)oc3ccccc32)CC(C)O1 (stereo not drawn),0.51,-0.56
-114,CCN(CCCNC(=O)C1CCN(S(=O)(=O)N2CCOCC2)CC1)c1cccc(C)c1,0.06,0.08
/,FC(F)(F)c1cc(-c2ccco2)nc(NCc2cccs2)n1,-0.58,-1.6
-7,Cn1c(C(=O)NCc2cccnc2)cc2sccc21,-0.26,0.52
-206,Cc1oc(-c2cccc(F)c2)nc1CN1CCCCC1CCc1ccccn1 (stereo not drawn),/,/
-154,COCCOC(=O)c1[nH]c2c(c1C)C(=O)CC(c1cccs1)C2 (stereo not drawn),/,/
/,COc1ccc(N2CCN(c3cc(C)c4ccc(O)cc4n3)CC2)cc1,-0.35,-0.01
7,CCOc1cc(C(=O)Nc2ccccc2N2CCN(S(C)(=O)=O)CC2)cc(OCC)c1OCC,-0.54,-0.67
-8,CC1Cc2ccccc2N1C(=O)CNCCCN(C)C (stereo not drawn),0.81,1.4
-15,O=C(CSc1ccc(F)cc1)NCCSc1ccccc1,/,/
-25,CC(C)(C)C(=O)c1cn(CC(=O)O)c2ccccc12,/,/
11,CCS(=O)(=O)N1CCCC(c2nc(-c3cccc(OC)c3)no2)C1 (stereo not drawn),0.37,0.39
20,O=c1nc2n(c3ncccc13)CCCCC2,/,/
55,O=C(COc1cccc(-n2cnnn2)c1)NCCC1=CCCCC1,-0.02,-0.27

# Part of the list above in order of molecular weight, low to high.
INS promoter inh,molecule,sdo1 growth,sdo1 growth Rescue 24 h
20,O=c1nc2n(c3ncccc13)CCCCC2,/,/
-68,COc1ccc(OCC#CCNC(C)(C)C)cc1,1.2,1.3
-9,CN(C)/C=C/C(=O)c1cnc(-c2ccccn2)s1,/,/
-7,Cn1c(C(=O)NCc2cccnc2)cc2sccc21,-0.26,0.52
/,O=C1N/C(=N/Nc2ccccc2)S/C1=C\c1ccccc1,-0.29,-0.28
18,O=C(c1ccc(F)cc1)N1CCC(O)(c2cccnc2)CC1,0.08,-0.75
11,CC(c1ccco1)N(C(=O)Nc1ccccc1)C1CCCCC1 (stereo not drawn),-1.4,-1
-65,O=C(Nc1ccccc1C(F)(F)F)c1c(F)cccc1Cl,/,/
-15,O=C(CSc1ccc(F)cc1)NCCSc1ccccc1,/,/
/,FC(F)(F)c1cc(-c2ccco2)nc(NCc2cccs2)n1,-0.58,-1.6
-50,COCC(=O)Nc1cc(C(=O)NCCc2ccccc2)ccc1Cl,-0.85,-0.12
11,CCS(=O)(=O)N1CCCC(c2nc(-c3cccc(OC)c3)no2)C1 (stereo not drawn),0.37,0.39
6,COCCOc1cc(NC(=O)c2cccc(OC)c2)c(Cl)cc1Cl,/,/
-206,Cc1oc(-c2cccc(F)c2)nc1CN1CCCCC1CCc1ccccn1 (stereo not drawn),/,/
20,Cc1cccc(N2C(=O)SC(SC(=Nc3ccccc3)Nc3ccccc3)C2=O)c1 (stereo not drawn),-0.84,-0.53
-27,CCc1nnc(NS(=O)(=O)c2ccc(NC(=O)COc3ccc(Cl)c(C)c3)cc2)s1,/,/
7,CCOc1cc(C(=O)Nc2ccccc2N2CCN(S(C)(=O)=O)CC2)cc(OCC)c1OCC,-0.54,-0.67

# Further entries follow.
INS promoter inh,molecule,sdo1 growth,sdo1 growth Rescue 24 h
-7,CC(=O)c1cccc(N2C(=O)Nc3ccccc3N2O)c1,/,/
26,COc1ccc(/C=C/C(=O)c2ccc[nH]2)cc1OC,-0.29,-1.1
7,Cc1cc(Oc2ccccc2)nc(-c2ccccc2O)n1,-1.4,-1.2
-100,CCN(CC)C(=O)N1c2ccccc2CC(N(CC)CC)c2ccccc21 (stereo not drawn),0.36,-0.14
/,Cc1nc2sc(C(c3ccco3)N3CCC(Cc4ccccc4)CC3)c(O)n2n1 (stereo not drawn),-0.8,-0.78
38,Cc1cc(C(=O)COC(=O)C2=NNC(=O)CC2)c(C)n1-c1ccccc1,0.08,0.06
/,C/C=C(\C)CN1CCN(c2ccccc2F)CC1,-0.09,-0.72
-15,CC(CC#CCN1CCOCC1)OCCC#N (stereo not drawn),-0.05,-1.1
-4,O=C(CCCN1C(=O)/C(=C\c2ccco2)SC1=S)Nc1cccc2ccccc12,-0.04,1.1
17,CN(Cc1cnn(C)c1)C(=O)c1cc2ccccc2oc1=O,-0.69,-1.7
5,C#CCOCCOCCOCCNc1nc(N2CCN(C(=O)Cn3cc(CCCN=C(N)N)nn3)CC2)nc(N2CCN(C(=O)[C@H](C)n3cc(CCCN=C(N)N)nn3)CC2)n1,-0.43,-0.43
/,Cc1cccc(CCNC(=O)C2CCCN(S(=O)(=O)c3cnc[nH]3)C2)c1 (stereo not drawn),0.16,-0.16
69,NC1=NC2(CCCCC2)N(c2ccc(F)cc2)C(N)=N1,0.52,-0.07
26,Cc1cc(F)c(F)c(C(=O)N2CCN(C)CC2)c1Cl,0.95,0.96
7,Cc1ccc(C(C(=O)Nc2ccc3c(c2)OCO3)N(C)C(=O)Cc2c[nH]c3ccccc23)cc1 (stereo not drawn),-0.32,0.47
19,CCCc1cc(=O)[nH]c(SCc2nc3ccc([N+](=O)[O-])cc3[nH]2)n1,-0.46,0.19
3,CCOc1ccc(C(c2c(O)nc(SC)n(C)c2=O)c2c(O)nc(SC)n(C)c2=O)cc1,0.55,0.1
-8,CCC(C(=O)O)N1C(=O)c2ccccc2C1=O (stereo not drawn),1.1,-0.33
64,Cc1ccc2nsnc2c1S(=O)(=O)NCc1cccnc1,0.64,0.03
6,COc1ccc(CCNc2oc(COc3ccccc3F)nc2C#N)cc1OC,0,-0.94
-33,O=C(CNC(=S)N(Cc1ccccc1F)C1CCCCC1)NCC1CCCO1 (stereo not drawn),/,/
/,CCN=C1SC(CC(=O)Nc2sc(C)c(C)c2C(=O)OC)C(=O)N1CC (stereo not drawn),-0.42,0.02
/,O=C(NCc1cc(C(F)(F)F)cc(C(F)(F)F)c1)C1CC(c2ccccc2[N+](=O)[O-])=NO1 (stereo not drawn),-0.07,-0.18
-30,COc1ccc(NC(=S)Nc2ccccn2)c(OC)c1,-1.1,-1.6
-60,Oc1ccc(/C=N/Nc2ccccc2)cc1,/,/
/,Cc1nc2scc(-c3ccccc3)c2c(=O)o1,-1.1,-0.61
16,Cc1scc(-c2n[nH]c(=S)n2Cc2ccccc2)c1C,-0.08,-0.16
/,NS(=O)(=O)c1ccc(CCNC(=O)CCCCCNc2nc(=S)[nH]c3ccccc23)cc1,1.1,0.76
49,Cc1noc(C)c1C(=O)Nc1ccc2c(c1)CCC2,0.02,-0.22
0,OCCCN1CCN(CCCOc2ccccc2-c2ccccc2)CC1,0.42,0.49
57,Cc1ccc(CNC(=O)CN2C(C)CCCC2C)cc1 (stereo not drawn),/,/
21,Cc1cc(C)n(-c2cc(N3CCN(C(=O)c4cccc(F)c4)CC3)ccc2[N+](=O)[O-])n1,1.4,1.1
-6,O=C(Cc1ccccn1)Nc1ccccc1,1.6,1.7
/,COCC(=O)Nc1ccc(S(=O)(=O)Nc2ncccn2)cc1,-0.12,0.23
14,CCN(CC)CCCNC(=O)CN1C(=O)CSc2ccc(S(=O)(=O)N3CCOCC3)cc21,0.47,0.03
-13,CCOC(=O)C1=NOC(CNC(=O)C2=NOC(CNC(=O)c3c(-c4ccccc4Cl)noc3C)C2)C1 (stereo not drawn),2.1,2.9
/,CC(C)C12CN3CC(C(C)C)(CN(C1)C3c1ccccc1O)C2=O (stereo not drawn),-0.35,0.65
/,CCC(C(=O)OCC(=O)Nc1cc(Cl)ccc1Cl)c1ccccc1 (stereo not drawn),-0.96,-0.93
/,O=C(NCc1ccc2c(c1)OCO2)C1CCC(CNc2c(N3CCCCC3)c(=O)c2=O)CC1 (stereo not drawn),0.94,0.78
/,Cc1cc(C)c(S(=O)(=O)Nc2cccnc2)c(C)c1,-0.16,-0.27
24,COc1ccc(C(=O)NN)cc1COc1ccc(Br)cc1,-0.3,0.21
/,O=C1C(C=NCc2cccnc2)=C(O)c2ccccc21,0.02,-0.03
/,CC(C)CNC(=S)NC1CC2CCCC(C1)N2Cc1ccco1 (stereo not drawn),0.81,0.32
/,O=C(CSc1nnnn1-c1ccccc1Cl)Nc1ccc2c(c1)OCCO2,0.16,0.55
-28,COc1ccc(OC)c(N=C(C)C2=C(O)COC2=O)c1,-0.82,-1.3
13,c1ccc(C2=Nn3c(nnc3-c3cccnc3)SC2)cc1,-0.29,-1.1
7,Cc1ccc(NC(=S)N(CCN2CCCCC2)Cc2ccco2)cc1,0.25,0.92
29,CC(=O)N(CCCN1CCOCC1)Cc1ccncc1,2.4,2.7
42,O=C(N/N=C\c1cc(Br)cs1)C1COc2ccccc2O1 (stereo not drawn),-0.87,-0.4
/,Nc1nc(-c2ccccc2)c(N=Nc2ccc(Cl)cc2)s1,-1,-0.39
-66,O=C(c1ccc2c(c1)OCO2)N1CCOCC1,0.23,-0.41
-10,CCCc1cc(=O)[nH]c(SCC(=O)Nc2c(C)cccc2C)n1,-0.39,-0.58
9,CN(C)C(CNC(=O)CN1C(=O)NC2(CCc3ccccc32)C1=O)c1ccco1 (stereo not drawn),1.2,1.6
9,COc1ccc(C2SCCN2S(=O)(=O)c2ccc(NC(C)=O)cc2)cc1 (stereo not drawn),0.7,0.71
/,O=C(CN1CCCc2ccccc21)N/N=C/c1ccccc1,0.38,0.45
32,O=C(O)CCc1ccc(-c2ccccc2)n1-c1cccc(O)c1,1.4,2.9

# (list continues)
INS promoter inh,molecule,sdo1 growth,sdo1 growth Rescue 24 h
-21,O=[N+]([O-])c1cc(Cl)ccc1-c1nc(-c2ccccc2)no1,0.41,0.5
32,COCCNC(=O)CN(C(=O)CCC(=O)Nc1cc(C)on1)c1ccc(C)cc1C,0.14,0.26
-145,O=[N+]([O-])c1ccc(N/N=C/c2ccc(OCc3cccc4ccccc34)cc2)nc1,/,/
-53,O=C(O)COc1c(-c2ccco2)oc2ccccc2c1=O,/,/

# An excerpt; the hit share may differ from the screen's.
